FID counter = compounds displacing fluorescent DNA intercalator, primary screen, artefact control for HCV NS3 helicase inhibitor project, biochemical, FID fluorescence | inhibition, % at 7.9 µM | hit rate 0.17% among 290,000 | DNA fluorescent intercalator displacement; in the data active = inhibition above about 37%;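 note: 0% = vehicle and 100% = reference compound; higher means more ethidium bromide displaced from hairpin DNA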
VIM-2 inh = VIM-2 metallo-beta-lactamase inhibitors, primary screen, biochemical, epi-absorbance readout, Pseudomonas aeruginosa enzyme; hit rate 0.89% among 290,000; AID 1527, 2009; purified VIM-2, nitrocefin hydrolysis, epi-absorbance fluorescence; inhibition, % at 5.6 µM;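 active = inhibition above the mean of all tested compounds plus 3 SD, cutoff set per screening run, cut at about 7.5% in these data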;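 note: red hydrolysis product quenches plate fluorescence so inhibitors raise well fluorescence; 0% = enzyme with DMSO and 100% = DMSO without enzyme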
NS3 helicase inh = inhibitors of HCV NS3 helicase, primary screen, biochemical, Cy5 molecular beacon fluorescence; Hepatitis C virus NS3 helicase; NS3 helicase DNA unwinding; inhibition, % at 10.9 µM; hit rate 0.56% among 290,000; AID 1800, 2009;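 active = inhibition above the mean of all tested compounds plus 3 SD, set per campaign, cut at about 35% in these data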;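 note: 0% = DMSO wells and 100% = thioflavine S control wells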
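System: NS3 helicase fragment of HCV / Schedule: 1 h at 25 °C / Control set: DMSO alone as 0% and 110 µM thioflavine S as 100% / Reagent: Cy5/quencher beacon DNA duplex and ATP to start / Technique: Cy5 fluorescence / Replication: singlicate / Evaluation: % inhibition of end-to-start signal ratio versus controls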
IMP-1 inh = IMP-1 metallo-beta-lactamase inhibitors, primary screen, biochemical, epi-absorbance readout, Pseudomonas aeruginosa enzyme | metallo-beta-lactamase IMP-1 (Pseudomonas aeruginosa) | purified IMP-1, nitrocefin hydrolysis, epi-absorbance fluorescence | inhibition, % at 5.6 µM | hit rate 0.45% among 290,000 | AID 1556, 2009;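 active = inhibition above the mean plus 3 SD of all compounds in the same screening run, cut at about 4.5% in these data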;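 note: 0% = IMP-1 with DMSO and 100% = DMSO wells lacking enzyme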
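Assay system: purified recombinant IMP-1 beta-lactamase. Input: IMP-1 0.2 nM before substrate addition. Buffer or medium: Zinc- and detergent-supplemented HEPES buffer, pH 7.1. Schedule: 25 °C, 15 min preincubation, 25 min reaction. Signal: Epi-absorbance fluorescence, 480 nm excitation, 530 nm emission. Evaluation: percent inhibition from optical density relative to buffer-blank wells.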
IDE inh = human IDE inhibitors in live cells, primary screen, fluorescence polarization, HEK cells, FAbetaB substrate; Insulin-degrading enzyme (Homo sapiens), P14735; FAbetaB cleavage; inhibition, % at 5.59 µM; hit rate 0.41% among 320,000; AID 434962, 2010;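 active = percent inhibition above the average of all tested compounds plus 3 SD, set per screening campaign, cut at about 16% in these data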;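 note: IDE supplied by intact live HEK cells; FP after avidin binding of uncleaved biotin substrate so inhibition keeps polarization high; 0% = DMSO wells and 100% = 60 µM reference IDE inhibitor Ii1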
pCIP destab = p/CIP-EGFP fusion destabilizers, primary screen, fluorescence, F442A cells; Q05BA5; 16 h; decrease of EGFP signal, % at 10 µM; hit rate 0.01% among 290,000;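 active = EGFP signal decrease of at least 30% at 10 µM or well 3 SD below plate mean, unless failing retest; inactive = the rest, including hits failing retest or dose response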; note: some compounds called inactive have numbers as strong as hits; many of its hits are not listed in these tables
UBC9 SUMO inh = inhibitors of in vitro SUMOylation cascade, primary screen, biochemical, HTRF, uHTS; HTRF SUMOylation assay, SAE1/SAE2 + UBC9; SUMO-conjugating enzyme UBC9 (Homo sapiens), P63279; inhibition, % at 35 µM; hit rate 0.36% among 290,000; in the data active = inhibition above about 50%, passing the limit was not always enough; note: strong numbers were not always called active
Target sequence (P63279 whole entry, looked up): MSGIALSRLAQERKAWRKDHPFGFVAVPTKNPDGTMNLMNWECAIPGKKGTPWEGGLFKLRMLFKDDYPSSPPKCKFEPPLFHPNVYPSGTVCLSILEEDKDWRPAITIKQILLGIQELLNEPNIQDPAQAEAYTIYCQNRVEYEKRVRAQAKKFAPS
IDE cell activ = human IDE activators in live cells, primary screen, fluorescence polarization, HEK cells, FAbeta-B substrate; Insulin-degrading enzyme (Homo sapiens), P14735; FAbeta-B cleavage; 0% vehicle, 100% cell-free pure enzyme wells; activation, % at 5.96 µM; hit rate 0.073% among 340,000;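 active = activation above the mean of all tested compounds plus 3 SD, set per screening campaign, cut at about 17% in these data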
M18AAP inhibitor = PfM18AAP inhibitors, malaria aminopeptidase, primary screen, biochemical, QFRET, recombinant enzyme | inhibition, % at 7.35 µM | M18 aspartyl aminopeptidase (Plasmodium falciparum 3D7) | AID 1822, 2009 | H-Glu-NHMec fluorogenic cleavage | hit rate 1.2% among 290,000;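 active = inhibition above the campaign mean inhibition over all tested compounds plus 3 SD, cut at about 28% in these data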;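 note: 0% = plate median of test compound wells and 100% = 2 mM ZnCl2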
The depositor's hits bear a star; / = not tested or not shown.

item	Compound	FID counter	VIM-2 inh	NS3 helicase inh	IMP-1 inh	IDE inh
1	COc1ccc(N2CCN(CCCn3c(=S)[nH]c4ncccc4c3=O)CC2)cc1	-5	-1.6	0	-3.7	-2
2	O=C(OCc1ccc(F)cc1)c1cc2ccccc2cc1O	-10	-0.9	-1	-1.5	0
3	COc1ccc(N2CCN(CCNC(=O)Nc3ccc(Cl)cc3)CC2)cc1	13	-4.4	-19	-5.5	6
4	Cc1cc(-c2ccccc2)nc(Oc2ccc(C(C)(C)C)cc2)c1S(C)(=O)=O	-11	-3.7	2	-0.7	-1
5	O=C(NCc1ccccc1Cl)C1CCN(S(=O)(=O)c2cccc3nonc23)CC1	-13	-0.8	17	-3.9	5
6	COc1ccc(C(C)=O)cc1COC(=O)c1ccc2ccccc2n1	-22	0.5	1	-2.7	-1
7	CC(C)OC(=O)c1ccccc1C(=O)c1ccc(N)c([N+](=O)[O-])c1	1	0.8	1	-4.1	4
8	O=C(NNC(=O)c1ccccc1O)c1ccc(Br)cc1	-1	-0.8	5	-0.7	-6
9	CCC(C)NC(=O)Nc1ccc(Br)cc1 (stereo unspecified)	1	-3.0	9	-1.9	5
10	CC(=O)N(C(C)=O)c1c(C#N)c(C)n(-c2ccccc2)c1C(=O)c1ccccc1	-19	-0.4	-1	-4.8	0
11	O=C(NC1CCCC1)C1CCCN1C(=O)Nc1ccc(Cl)cc1 (stereo unspecified)	0	0.7	7	-0.8	3
12	O=C(O)CCc1ncc(C(F)(F)F)cc1Cl	-8	0.7	1	-2.3	2
13	Cc1c(C(=O)NCCCN2CCOCC2)sc2nc(-c3ccccc3)cn12	10	-0.1	-4	-2.0	-1
14	O=C(NCCCn1ccnc1)c1ccc2ccccc2c1	-3	-1.6	1	-1.9	-1
15	CN1CC=C2C(C#N)=C(N)C(C#N)(C#N)[C@H](c3cccs3)[C@H]2C1	-3	-3.2	4	-0.5	12

item	pCIP destab	UBC9 SUMO inh	IDE cell activ	M18AAP inhibitor
1	-6	-3	5	45*
2	0	-4	2	-2
3	6	-9	6	2
4	7	-20	8	-7
5	-1	10	2	-5
6	-7	18	10	-3
7	-15	-6	7	-11
8	4	-3	4	21
9	-4	1	-3	3
10	0	2	2	2
11	4	-8	7	-6
12	-4	6	3	-11
13	6	4	/	-1
14	17	-4	0	-2
15	-11	20	4	5

Later entries:
item	Compound	FID counter	VIM-2 inh	NS3 helicase inh	IMP-1 inh	IDE inh
16	S=c1[nH]nc(-c2cccnc2)n1/N=C/c1ccc(Br)s1	0	1.4	28	0.2	-2
17	Cc1nnc(SCC(=O)c2cc(C)n(-c3ccc4c(c3)OCO4)c2C)s1	-15	-1.4	6	-2.1	0
18	O=C(CCn1cnnn1)Nc1ccccc1	5	-1.7	-6	-1.7	-1
19	Cn1c(=O)c2c(nc(Br)n2CCCc2ccccc2)n(C)c1=O	-5	-2.0	1	-1.3	6
20	CN(C(=S)NC1CCCCC1)C1(c2ccccc2Cl)CCCCC1=O (stereo unspecified)	-6	-1.2	-9	-5.0	0
21	O=C(COCc1nc2ccccc2c(=O)[nH]1)NC1CCCC1	2	-1.7	-4	-0.9	-3
22	COc1ccc(CNC(=O)CN(Cc2ccc(C)cc2)C(=O)c2csnn2)cc1	-29	-1.4	2	-3.3	-1
23	CC1(C)NC(=O)N(CCCCOc2ccc(Cl)cc2C=O)C1=O	4	-2.0	5	-0.4	7
24	Cc1ccc(/C=N/NC(=O)CSc2nc3ccccc3o2)cc1	3	-7.0	5	0.8	-3
25	Fc1ccc(N=c2ssnc2Cl)c(F)c1	0	-4.8	5	-3.9	5
26	C#CCNC(=O)C1=C[C@H](c2ccc3c(c2)OCO3)C[C@H](OCc2ccc(CO)cc2)O1	-24	-1.7	-2	-0.8	-4
27	CC(C)c1ccccc1NC(=S)NCC1(N(C)C)CCCCC1	6	0.6	3	-2.0	-6
28	CCOC(=O)CC1C(=O)NCCN1C(=O)c1c(F)cccc1F (stereo unspecified)	2	-2.3	-4	-0.8	2
29	CCOC(=O)CC1CCCCN1Cc1cn[nH]c1-c1ccc(F)cc1F (stereo unspecified)	2	-2.3	3	-2.5	4
30	COc1cccc(-n2c(-c3ccccc3)c[nH]c2=S)c1	-12	-4.7	0	-1.9	-7

item	pCIP destab	UBC9 SUMO inh	IDE cell activ	M18AAP inhibitor
16	-8	-2	3	-8
17	-8	29	3	22
18	-1	18	0	5
19	-11	12	2	-18
20	-7	-11	3	-3
21	-14	4	2	-1
22	-26	7	-2	-1
23	-16	24	-3	7
24	-6	6	-4	25
25	6	-3	-10	32*
26	2	9	0	9
27	-7	-12	4	-15
28	-2	5	3	4
29	-12	12	-2	4
30	-29	26	2	9

The list goes on:
item	Compound	FID counter	VIM-2 inh	NS3 helicase inh	IMP-1 inh	IDE inh
31	CO/N=C/C(C#N)=C/c1cc(C(=O)c2ccccc2)cn1C	-7	-4.4	0	-4.8	3
32	COc1ccc(C(=O)Nc2ccc(Nc3ccccc3)cc2)cc1[N+](=O)[O-]	12	-1.9	-1	-3.3	3
33	CS(=O)(=O)N1CCC(C(=O)Nc2ccc(OCc3ccccc3)cc2)CC1	-1	-1.1	-1	-3.6	-1
34	Cc1ccsc1/C=N/NC(=O)CNC(=O)c1ccc(S(=O)(=O)N2CCOCC2)cc1	-32	-3.9	3	-3.2	-1
35	O=C(O)c1cc(=O)c2c(OCC(O)COc3cccc4oc(C(=O)O)cc(=O)c34)cccc2o1	-3	-2.1	-3	-3.8	/
36	CCCC1(C)NC(=O)c2ccccc2O1 (stereo unspecified)	1	-1.2	-17	-2.0	2
37	CCN(CC)CCCNc1nc(-c2ccccc2)nc2ccccc12	57*	-0.8	24	-2.1	2
38	CCOC(=O)CSc1nc2sc3c(c2c(=O)n1-c1ccc(OC)cc1)CCN(C)C3	-6	-1.2	-64	-3.0	/
39	Cc1ccc(CS(=O)(=O)CCC(=O)NCCCOC(C)C)cc1	-14	-1.9	21	-2.5	2
40	CC(C)c1ccc2oc(=O)cc(CN3CCCCC3)c2c1	-8	-4.0	15	-1.2	3
41	C/C=C(/C)C(=O)Nc1cccc(C2=NOC3(C2)C[C@@H](C(N)=O)N(C(=O)/C=C/CC)C3)c1 (stereo partly specified)	/	/	/	/	-3
42	O=C(/C=C/c1cccc([N+](=O)[O-])c1)NC(=S)Nc1cccc(NC(=O)c2ccccc2Cl)c1	-1	-2.3	-1	-2.9	-3
43	CCOC(=O)C1=C(C)OC(N)=C(C#N)C1c1cc(Cl)c(OCC(N)=O)c(OC)c1 (stereo unspecified)	-14	-2.7	1	-1.8	0
44	COC(=O)C1C(O)=CC(=O)CC1C (stereo unspecified)	-8	-2.2	11	-2.3	6
45	Cc1ccc(NC(=O)Cn2nc(C(=O)O)c3ccccc3c2=O)c([N+](=O)[O-])c1	-23	0.2	-1	-2.6	-3

item	pCIP destab	UBC9 SUMO inh	IDE cell activ	M18AAP inhibitor
31	-1	-20	-6	-3
32	-14	-14	-5	6
33	0	1	-1	13
34	-4	9	1	4
35	6	-22	6	3
36	-14	13	-1	0
37	5	2	1	-3
38	-4	10	-2	7
39	-4	19	2	-5
40	-2	-3	0	10
41	-2	1	-3	/
42	-3	-3	4	0
43	-2	19	-1	1
44	8	12	-1	19
45	0	7	1	-14

Exported with two lines to a compound: part of the list above.
Values in the order: FID counter | VIM-2 inh | NS3 helicase inh | IMP-1 inh | IDE inh | pCIP destab | UBC9 SUMO inh | IDE cell activ | M18AAP inhibitor
[34] Cc1ccsc1/C=N/NC(=O)CNC(=O)c1ccc(S(=O)(=O)N2CCOCC2)cc1
    -32 | -3.9 | 3 | -3.2 | -1 | -4 | 9 | 1 | 4
[35] O=C(O)c1cc(=O)c2c(OCC(O)COc3cccc4oc(C(=O)O)cc(=O)c34)cccc2o1
    -3 | -2.1 | -3 | -3.8 | / | 6 | -22 | 6 | 3
[36] CCCC1(C)NC(=O)c2ccccc2O1 (stereo unspecified)
    1 | -1.2 | -17 | -2.0 | 2 | -14 | 13 | -1 | 0
[37] CCN(CC)CCCNc1nc(-c2ccccc2)nc2ccccc12
    57* | -0.8 | 24 | -2.1 | 2 | 5 | 2 | 1 | -3

The list goes on.
item	Compound	FID counter	VIM-2 inh	NS3 helicase inh	IMP-1 inh	IDE inh
46	Cc1cccc(CCNC(=O)CCS(=O)(=O)c2ccc(Br)cc2)c1	-11	-1.6	-11	-1.1	3
47	CCOCCCNC(=O)c1oc2ccc3c(c2c1C)C(O)CC(C)(C)O3 (stereo unspecified)	-44	-1.8	7	-2.9	/
48	CN(Cc1ccccc1)C(=O)CCC1CCN(C(=O)CCC(F)(F)F)CC1	-30	2.1	11	-1.3	3
49	COc1ccc(NS(=O)(=O)c2cc(C)ccc2OC)cc1OC	-8	-3.0	7	-1.5	-1
50	CN(C)CCCOc1nc2c(c(=O)n(C)c(=O)n2C)n1C	-10	4.5	-11	0.2	3
51	Fc1ccc(NC(=S)N2CCCC(c3ccccc3)=N2)cc1	-16	-2.6	-7	-3.6	1
52	Cc1ccc2cc(CN(CCN3CCOCC3)C(=O)NCc3ccccc3)c(=O)[nH]c2c1C	-4	2.7	-9	-1.0	/
53	COc1cc(OC)cc(-c2cc3nc(C)c(CCC(=O)O)c(=O)n3[nH]2)c1	-7	-3.7	7	-6.0	0
54	Cc1ccc(S(=O)(=O)NCc2csc(-c3cccs3)n2)cc1	-17	-1.6	-11	-0.9	5
55	O=C(Nc1ccccc1N1CCOCC1)c1ccc(Cl)c(S(=O)(=O)NCc2ccco2)c1	-24	-1.3	-7	-1.6	1
56	CCCCCCCNC(=O)C1(CC2CC(c3cccc(Br)c3)=NO2)CCN(C(=O)OC(C)(C)C)CC1 (stereo unspecified)	-30	-0.5	7	-2.8	5
57	Cc1c(NC(=O)c2coc(=O)c(Br)c2)c(=O)n(-c2ccccc2)n1C	-6	-1.4	-2	-2.3	10

item	pCIP destab	UBC9 SUMO inh	IDE cell activ	M18AAP inhibitor
46	7	-16	8	-3
47	-19	15	-3	2
48	16	-3	4	5
49	-9	14	-1	-18
50	4	11	4	-5
51	-4	3	6	-4
52	6	18	7	-15
53	1	16	1	-3
54	-2	-4	1	3
55	-4	5	6	-4
56	-2	-28	16	-1
57	-22	18	13	4

Assay outcomes (PubChem)
